LYPLA1 inh: LYPLA1 (human) inhibition in PME1 counter-screen; actives 0.16% (n = 320,000); recombinant LYPLA1, FP-Rh probe fluorescence polarization; inhibition, % at 5.9 µM; O75608;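 active means inhibition above the mean of all tested compounds plus 3 SD, set per campaign, cut at about 14% in these data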;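 further: inhibitors block serine hydrolase probe labeling of LYPLA1 so polarization falls; 0% = enzyme with DMSO and 100% = wells lacking LYPLA1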
PAFAH1B2 FP inh: PAFAH1B2 (human) inhibition. recombinant PAFAH1B2, FP-rhodamine activity probe, fluorescence polarization. inhibition, % at 3.39 µM. actives 1.2% (n = 340,000);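 active means inhibition above the mean of all tested compounds plus 3 SD, cut at about 24% in these data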;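 further: 0% = enzyme with DMSO and 100% = wells lacking PAFAH1B2; many of its hits are not listed in these tables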
Target sequence (P68402 whole entry, looked up): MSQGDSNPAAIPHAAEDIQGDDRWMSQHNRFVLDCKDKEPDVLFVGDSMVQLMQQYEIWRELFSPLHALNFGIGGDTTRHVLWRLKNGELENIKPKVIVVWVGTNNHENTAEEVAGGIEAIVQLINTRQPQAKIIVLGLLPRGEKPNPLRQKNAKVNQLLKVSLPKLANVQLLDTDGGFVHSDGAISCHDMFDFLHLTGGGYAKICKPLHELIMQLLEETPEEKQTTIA
PAFAH2 inh: inhibitors of human PAFAH2. Q99487. recombinant PAFAH2, FP-rhodamine activity probe, fluorescence polarization. inhibition, % at 3.39 µM. actives 0.99% (n = 340,000). AID 492956;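 active means inhibition above the mean over all tested compounds plus 3 SD, cut at about 30% in these data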;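 further: inhibitors block probe labeling of enzyme so polarization drops; 0% = enzyme with DMSO and 100% = wells lacking PAFAH2 protein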
EBNA-1 inh: blocks EBNA-1 binding to DNA. EBNA-1 DNA binding, fluorescence polarization. inhibition, % at 14.8 µM. actives 0.34% (n = 300,000). AID 1950; in the data active means inhibition above about 28%
ZTA DNA inh: blocks Epstein-Barr virus ZTA, an EBNA-1 counter-screen; ZTA-DNA binding, fluorescence polarization; inhibition, % at 11 µM; actives 0.15% (n = 320,000); in the data active means inhibition above about 33%
LYPLA2 counter: LYPLA2 (human) inhibition in PME1 counter-screen. O95372. recombinant LYPLA2, FP-Rh probe fluorescence polarization. inhibition, % at 5.9 µM. actives 0.38% (n = 320,000). AID 2177;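 active means inhibition above the screen-wide mean plus 3 SD, limit set per campaign, cut at about 26% in these data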;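 further: 0% = LYPLA2 with DMSO and 100% = wells lacking LYPLA2 enzyme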
PREPL inhibitor: human PREPL enzyme inhibition; actives 0.68% (n = 320,000); inhibition, % at 5.96 µM; recombinant PREPL, fluorescence polarization activity-based probe; in the data active means inhibition above about 43%;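 further: 0% = enzyme with DMSO and 100% = wells lacking enzyme; many of its hits are not listed in these tables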
Target sequence (Q4J6C6 whole entry, looked up): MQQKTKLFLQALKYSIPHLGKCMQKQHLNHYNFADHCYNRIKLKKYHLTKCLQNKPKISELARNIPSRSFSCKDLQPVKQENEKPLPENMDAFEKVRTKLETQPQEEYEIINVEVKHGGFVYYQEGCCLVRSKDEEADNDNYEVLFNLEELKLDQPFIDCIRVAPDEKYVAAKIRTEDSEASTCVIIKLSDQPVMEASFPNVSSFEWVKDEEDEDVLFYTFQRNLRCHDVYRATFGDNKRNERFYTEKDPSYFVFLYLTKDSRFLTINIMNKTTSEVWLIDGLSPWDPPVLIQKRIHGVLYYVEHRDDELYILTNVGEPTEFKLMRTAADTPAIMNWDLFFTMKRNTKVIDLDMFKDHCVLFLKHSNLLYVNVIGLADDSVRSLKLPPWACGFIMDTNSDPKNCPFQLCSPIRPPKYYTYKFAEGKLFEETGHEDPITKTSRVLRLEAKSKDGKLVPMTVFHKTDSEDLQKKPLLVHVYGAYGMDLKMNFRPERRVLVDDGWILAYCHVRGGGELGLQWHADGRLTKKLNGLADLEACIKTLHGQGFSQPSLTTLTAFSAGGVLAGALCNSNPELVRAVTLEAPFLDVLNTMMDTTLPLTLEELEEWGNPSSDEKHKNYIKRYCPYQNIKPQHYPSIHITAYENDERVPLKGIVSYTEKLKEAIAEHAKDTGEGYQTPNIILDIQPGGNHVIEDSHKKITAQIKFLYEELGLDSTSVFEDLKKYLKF
PAFAH1B3 inh: PAFAH1B3 (human) inhibition | recombinant PAFAH1B3, FP-rhodamine probe, fluorescence polarization | inhibition, % at 3.39 µM | actives 0.28% (n = 340,000) | AID 492972;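 active means inhibition above the screen-wide average of all tested compounds plus 3 SD, cut at about 25% in these data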;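 further: 0% = enzyme with DMSO only and 100% = wells lacking PAFAH1B3 protein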
pPAFAH FP inh: pPAFAH (human) enzyme inhibition. recombinant pPAFAH, FP-rhodamine probe fluorescence polarization. inhibition, % at 3.39 µM. actives 1.5% (n = 330,000);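 active means inhibition above the mean inhibition across the screen plus 3 SD, cut at about 25% in these data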;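 further: inhibitors block binding of the rhodamine activity-based probe so polarization drops; 0% = enzyme with DMSO and 100% = wells lacking pPAFAH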
Starred values were filed as active, the others as inactive; . = no result given.

SMILES	LYPLA1 inh	PAFAH1B2 FP inh	PAFAH2 inh	EBNA-1 inh	ZTA DNA inh	LYPLA2 counter	PREPL inhibitor	PAFAH1B3 inh	pPAFAH FP inh
Cc1ccc(NC(=S)N2CCCC(c3ccccc3)=N2)cc1	-1	5	3	3	12	-3	2	15	1
COc1cc(C2NC(=S)NC(C)=C2C(=O)OC(C)C)ccc1OC(C)C (centres undefined)	-1	6	2	16	-6	1	-4	5	-1
CCN1CCCC1CNC(=O)c1ccc(Sc2ccc(F)cc2)c([N+](=O)[O-])c1 (centres undefined)	-1	1	6	-14	-3	4	0	9	-2
CCOc1ccc(NC(=S)NC(=O)C2CCCC2)cc1	-3	3	-2	0	4	3	7	5	11
COc1cc(Br)c(-c2sc(Nc3ccccc3)n[n+]2-c2ccc(F)cc2)cc1OC	3	5	-5	-4	5	4	17	-2	5
COc1cccc(/C=N/c2nc3ccccc3[nH]2)c1O	0	6	5	0	2	1	-1	3	2
C/C(CC(=O)Nc1ccccn1)=N\NC(=O)c1cnccn1	1	4	-4	-1	-6	6	-11	-4	-2
Cc1cccc(C(=O)N2c3ccccc3C(=O)OC2c2ccc3c(c2)OCO3)c1 (centres undefined)	1	4	31*	4	22	8	-6	4	-1
Cc1cccc(N(CC(=O)N2CCN(C)CC2)S(=O)(=O)c2ccccc2)c1	-2	2	8	6	-2	-3	13	3	-8
COc1ccc(C2NC(c3ccc(OC)cc3)C(C)C(=O)C2C)cc1 (centres undefined)	5	2	6	8	6	4	-48	3	15
CCCCC(CCC(=O)Nc1ccn(-c2ccccc2)n1)C(=O)O (centres undefined)	2	4	-2	20	8	6	-9	0	13
COc1ccc(CNC(=O)Cn2c(=O)oc3ccccc32)cc1OC	2	-1	8	2	0	3	-3	-6	1
O=C(NCC(c1ccc(F)cc1)N1CCOCC1)c1ccc(OCc2ccccc2)cc1 (centres undefined)	.	14	4	.	.	.	31	-1	3
Cc1cc(C)c(S(=O)(=O)c2ccccc2)c(OC(=O)c2ccc(Cl)cc2Cl)n1	1	-3	9	-11	-15	8	-7	2	4
Cc1nc(-c2ccccc2)sc1C(=O)/C=C/N(C)C	0	3	5	-9	11	0	-20	1	-5
CCc1nc2ccccc2c(C(=O)OCC(=O)NCCCN2CCCC2=O)c1C	-4	2	1	4	-2	5	-2	0	2
CN(C)C(=S)SCC(=O)Nc1cccc(C(F)(F)F)c1	2	0	1	-7	5	7	-4	2	4
CCOC(=O)COc1ccc(S(=O)(=O)N2CCN(c3ccc(F)cc3)CC2)cc1	-4	3	-3	-11	-8	5	-53	-2	0
CC1CCN(CCCNC(=O)c2ccc(CS(=O)(=O)Cc3ccc(Cl)cc3)o2)CC1	-1	-7	6	5	2	2	18	5	8
COc1cc([N+](=O)[O-])ccc1Nc1nc(C)cc(C)n1	-2	2	7	-7	-3	-2	-5	11	2
CC(c1ccccc1)N1C(=O)c2ccc(C(=O)NCc3cccnc3)cc2C1=O (centres undefined)	1	0	-2	5	-9	5	9	1	0
Cc1cc(OCCN2CCCCC2)nc2ccccc12	-4	.	.	3	2	9	3	.	2
COc1ccccc1CCN1CCCC(CN(C)C(=O)c2ccoc2)C1 (centres undefined)	-3	1	-1	-8	-2	-8	-9	2	-1
O=C(CN1C(=O)C2CCCCC2C1=O)Nc1ccc(OC(F)F)c(Cl)c1 (centres undefined)	-8	0	-5	.	-4	10	4	2	14
Cc1ccc(/C=N/OC(=O)c2nn(C)cc2Cl)cc1	-2	28*	13	9	11	-1	23	2	0
COc1ccccc1C(C(=O)NC1CCCC1)N(C(=O)c1csnn1)C1CC1 (centres undefined)	2	1	-3	-14	-10	-2	12	8	-4
CN(C)c1ccc(/C=N/NC(=O)c2sccc2-n2cccc2)cc1	5	6	1	1	7	3	2	0	7
CCOc1ccccc1NC1=CC(=O)CC(c2ccccc2)C1 (centres undefined)	3	1	2	-9	-6	6	-4	-6	4
CC(C)C(C(=O)NCc1ccco1)N(CC1CCCO1)C(=O)CNS(=O)(=O)c1ccc(F)cc1 (centres undefined)	2	2	11	11	-2	4	9	2	10
O=C1N[C@H](Cc2ccccc2)COC(=O)[C@@H](Cc2ccc(F)cc2)CC/C=C/C[C@H]1CC(=O)N(CCO)Cc1ccccc1	.	6	28	.	.	.	30	-3	29*

The closing 2 records of the section above are carried over, then new ones follow:
SMILES	LYPLA1 inh	PAFAH1B2 FP inh	PAFAH2 inh	EBNA-1 inh	ZTA DNA inh	LYPLA2 counter	PREPL inhibitor	PAFAH1B3 inh	pPAFAH FP inh
CC(C)C(C(=O)NCc1ccco1)N(CC1CCCO1)C(=O)CNS(=O)(=O)c1ccc(F)cc1 (centres undefined)	2	2	11	11	-2	4	9	2	10
O=C1N[C@H](Cc2ccccc2)COC(=O)[C@@H](Cc2ccc(F)cc2)CC/C=C/C[C@H]1CC(=O)N(CCO)Cc1ccccc1	.	6	28	.	.	.	30	-3	29*
O=C(Nc1cnn(Cc2ccc(F)cc2)c1)c1noc2c1CCCC2	-1	13	8	0	1	2	4	6	2
CCN(CC)C(=O)c1ccc(Cn2cc([N+](=O)[O-])cn2)o1	-2	0	-2	-8	-20	0	-7	11	1
Cc1cc(NS(=O)(=O)c2ccc(NC(=O)COc3ccc(Cl)cc3)cc2)no1	-4	16	-4	0	-3	5	2	3	4
Cc1ccc(-n2c(C)cc(C(=O)COc3cccnc3[N+](=O)[O-])c2C)cc1	0	5	-30	5	-5	31*	7	1	10
Cc1cccc(OCCC(=O)Nc2cc(S(=O)(=O)N3CCCCC3)ccc2N2CCOCC2)c1	3	0	8	-22	-5	13	13	-4	2
COc1ccc(NC(=O)N(Cc2cccs2)Cc2cc3cc4c(cc3[nH]c2=O)OCO4)cc1	2	.	.	-9	6	2	4	.	5
COc1ccc(CNC(=O)C(c2ccc(C)o2)N(Cc2cccs2)C(=O)Cc2cccs2)cc1 (centres undefined)	0	1	9	2	-22	4	10	6	9
Cc1ncc([N+](=O)[O-])n1CC(=O)NC(C)(C)C	-3	0	3	-5	-19	8	-4	-7	4
O=C(NCc1cccnc1)c1nc(-c2ccc(C(F)(F)F)cc2)no1	-2	-3	7	11	-1	2	-9	0	5
COc1ccc(NC(=O)C2CCCN2C(=O)OC(C)(C)C)cc1 (centres undefined)	3	6	-1	-12	-2	-4	3	1	0
COc1ccccc1C(=O)N1CCN(c2cccc(C(F)(F)F)c2)CC1	0	0	7	-12	-18	3	10	-2	5
CCC(CC)C(=O)c1c[nH]c(C(=O)NCc2ccccc2)c1	-4	3	-5	5	4	-7	7	-10	8
CC(C)C(=O)Nc1nnc(SCC(=O)N2c3ccccc3CC2C)s1 (centres undefined)	0	-3	0	4	-10	-4	-6	3	-4
Oc1c(Cl)cc(Cl)cc1CNn1cnnc1	-5	3	-3	3	4	-3	-4	-2	1
Cc1ccc(S(=O)(=O)Nc2nc(C)cc(-n3nc(C)cc3C)n2)cc1	-1	6	-8	7	8	-5	0	4	1

Filtered by structure: the compounds so far containing a tert-butyl group
SMILES	LYPLA1 inh	PAFAH1B2 FP inh	PAFAH2 inh	EBNA-1 inh	ZTA DNA inh	LYPLA2 counter	PREPL inhibitor	PAFAH1B3 inh	pPAFAH FP inh
Cc1ncc([N+](=O)[O-])n1CC(=O)NC(C)(C)C	-3	0	3	-5	-19	8	-4	-7	4
COc1ccc(NC(=O)C2CCCN2C(=O)OC(C)(C)C)cc1 (centres undefined)	3	6	-1	-12	-2	-4	3	1	0

(continued)
SMILES	LYPLA1 inh	PAFAH1B2 FP inh	PAFAH2 inh	EBNA-1 inh	ZTA DNA inh	LYPLA2 counter	PREPL inhibitor	PAFAH1B3 inh	pPAFAH FP inh
CCOc1cc(N2CCOCC2)c(OCC)cc1NC(=O)c1ccc(OC)c(S(=O)(=O)N2CCOCC2)c1	.	2	-4	.	.	.	7	2	4
N#Cc1ccc(COC(=O)c2ccc(N3CCCC3)c([N+](=O)[O-])c2)cc1	-3	0	0	-2	-13	8	16	-11	-3
O=C1C(c2ccc(F)cc2)N(Cc2ccc3c(c2)OCO3)C(=O)CN1C1CCCC1 (centres undefined)	-2	4	-5	13	-1	1	15	2	3
Cc1cc(C)n2nc3nc(N4CCCC4)nc(-c4ccccc4)c3c2n1	-5	2	-6	-3	-27	-4	-7	3	2
CC(C)N1CCN(C(=O)c2ccc([N+](=O)[O-])cc2)CC1	-1	.	.	0	2	0	1	.	1
CCC(C)NC(=O)c1cc2c(=O)n3ccccc3nc2s1 (centres undefined)	1	4	0	10	14	-1	3	5	4
O=C(COc1ccccc1F)NCc1ccc(-n2cccc2)cc1	-2	6	1	0	1	-3	1	-2	4
CCn1c(C)nnc1SCC(=O)Nc1nccs1	5	-2	1	3	9	4	3	3	2
O=C(CN1CCN(S(=O)(=O)c2ccccc2)CC1)Nc1ccccc1Cl	2	1	-8	13	-1	-3	-36	-5	0
O=S(=O)(Nc1cccc(-c2ccc3nncn3n2)c1)c1cccs1	3	4	3	-3	-20	5	16	-3	1
CCOC(=O)c1ccc(NC(=O)Cn2nnc(-c3ccc(F)cc3)n2)cc1	-3	-2	-2	6	0	3	5	12	1
Cc1ccc(CNC(=O)CCS(=O)(=O)c2cc(Br)cc3c2N(C(=O)C2CC2)CC3)o1	-2	-3	3	-1	4	-4	4	1	1
CCC(c1nnnn1Cc1ccccc1)N(Cc1cc2cc(OC)ccc2[nH]c1=O)CC1CCCO1 (centres undefined)	-1	7	-1	-11	2	-2	30	-2	-1
O=C(c1ccccc1Br)N1CCC(c2nc3ccccc3s2)CC1	-5	4	-5	10	-3	-5	4	7	24
COc1ccc(C)cc1-n1c(SCC(=O)Nc2cc(C)on2)nc2sc(C)c(C)c2c1=O	-1	-1	-5	12	-4	-2	9	5	2
COc1ccccc1N(CC(=O)N/N=C/c1ccccc1C(=O)O)S(C)(=O)=O	-1	0	4	-8	9	2	-3	11	2
COc1ccc(/C=N/NC(=O)c2cc(-c3cccn3C)n[nH]2)cc1OC	-4	6	0	3	7	-7	14	0	5
CCC(C)(C)NC(=O)CN(Cc1cccs1)C(=O)CNS(=O)(=O)c1ccc(F)cc1	7	2	29	4	8	2	0	7	11
COc1ccc(-n2cc(CNCc3cccnc3)c(-c3cccc(F)c3)n2)cc1	-3	1	-8	5	12	5	-12	2	6
COc1ccccc1NC(=O)Nc1nnc(-c2ccco2)s1	-4	.	.	8	4	0	4	.	0
CCCCN(C(=O)NC(=O)Nc1cc(C)ccc1C)S(C)(=O)=O	-4	0	2	-8	-2	-1	-2	7	-6
Cc1ccc(NS(C)(=O)=O)c(C(=O)c2ccccc2)c1	5	8	3	4	-6	13	-3	11	-2
CN(C)c1cc(O)c(C(=S)Nc2ccccc2)c(N(C)C)c1	-1	5	9	-19	-8	-1	12	5	0
CCCCn1c(N)c(N(CCOC)C(=O)COC(=O)COc2cc(C)ccc2Cl)c(=O)[nH]c1=O	-1	-2	6	-4	-2	2	10	0	2
COc1ccc(NC(=O)c2ccccc2-c2ccccc2C(=O)O)cc1	6	5	0	4	-7	6	-3	-4	-1
O=C(Cn1[nH]c(=O)c2ccccc2c1=O)N1CC=C(c2ccccc2)CC1	2	7	0	6	-5	7	19	3	-4
COc1cc(C)nc(NC(=S)N(C)C(=O)c2ccccc2)n1	-2	.	.	-4	12	6	-5	.	-1
Cc1c(NC(=O)c2cc(=O)[nH]c(=O)[nH]2)c(=O)n(-c2ccccc2)n1C	-2	3	-5	15	18	1	1	2	4
COc1ccc(NC(=O)c2cc(-c3ccccc3OC)on2)cc1	-7	-1	-6	-11	-12	-10	6	0	2
COc1ccc(CC(=O)OC(C)C(=O)Nc2ccc(Cl)cn2)cc1 (centres undefined)	2	5	3	.	-3	2	2	11	-2
O=C(c1ccc(CN2CCc3ccccc3C2)cc1)N1CCN(c2ccccc2)CC1	2	5	0	-1	-5	7	12	-1	6
CCN(CCn1cccn1)C(=O)C1CCC(=O)N(CCN2CCOCC2)C1 (centres undefined)	-1	6	-1	-6	1	-3	11	2	-2
Cc1cccc(Sc2ccc([N+](=O)[O-])cn2)c1	0	3	0	-6	-9	29*	11	10	0

This is a subset. The share of hits here may be higher or lower than overall.
